# NR2E3 ag-1: NR2E3 (human) agonism; Q9Y5X4; GST-NR2E3/biotin-RetCOR TR-FRET, 1536-well; inhibition of corepressor binding, % at 4.78 µM; hit rate 0.12% among 320,000; AID 2300;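 active = percent inhibition above the cutoff of mean plus 3 SD of all tested compounds, set per screening campaign, cut at about 20% in these data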;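 note: 0% = DMSO wells and 100% = biotin wells as full block of FRET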
# Target sequence (Q9Y5X4 whole entry, looked up): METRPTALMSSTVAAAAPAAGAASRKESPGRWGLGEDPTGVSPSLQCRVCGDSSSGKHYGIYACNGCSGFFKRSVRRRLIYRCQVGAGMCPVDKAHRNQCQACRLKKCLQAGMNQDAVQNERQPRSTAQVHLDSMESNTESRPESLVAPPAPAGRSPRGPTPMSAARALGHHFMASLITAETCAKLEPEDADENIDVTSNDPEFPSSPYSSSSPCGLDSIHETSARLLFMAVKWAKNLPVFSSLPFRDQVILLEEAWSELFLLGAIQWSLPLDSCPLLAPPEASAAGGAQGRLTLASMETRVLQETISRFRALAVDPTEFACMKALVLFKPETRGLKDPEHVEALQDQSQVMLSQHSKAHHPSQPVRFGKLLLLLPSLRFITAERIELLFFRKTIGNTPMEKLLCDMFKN
#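 System: GST-tagged NR2E3 plus biotinylated RetCOR corepressor; Amount: 1.35 nM GST-tagged NR2E3 final; Dosing: single nominal compound dose of 4.8 µM; Schedule: 5 h incubation at 4 °C; Technique: TR-FRET with europium anti-GST and streptavidin-D2, 340 nm excitation; Controls: biotin wells as high control, 0.6% DMSO wells as low control.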
# MITF TRPM1 inh: reduces MITF-dependent TRPM1 promoter luciferase signal | hit rate 0.83% among 330,000 | inhibition, % at 12.5 µM | SK-MEL-5 TRPM1 promoter luciferase, 24 h | AID 488899;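 active = mean inhibition across replicates of 60% or more, whatever share of single replicates reaches that level; inconclusive = some that reach 60%, reason not given; inactive = mean inhibition across replicates below 60%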; note: values of inactives mirror those of a sister screen read the other way
# NR2E3 ag-2: agonists of human NR2E3 nuclear receptor | hit rate 0.35% among 360,000 | inhibition of corepressor binding, % at 3.98 µM | Q9Y5X4 | CHO-S Gal4-NCOR/VP16-NR2E3 two-hybrid, luciferase | AID 602229;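 active = inhibition above the mean of all tested compounds plus 3 SD, cut at about 70% in these data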;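 note: 0% = DMSO with NR2E3 transfected cells and 100% = cells lacking NR2E3 construct; higher means lower luciferase signal from less NR2E3 corepressor binding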
# CaV13 FRET inh: Primary screen for inhibitors of IQ motif and Ca2+-dependent inactivation inhibitor domain binding in CACNA1D, Förster resonance energy transfer in living cells, …; HEK cells, CFP/YFP FRET ICDI-IQ, plate reader, 10 min; percent FRET-ratio fall versus neutral wells; inhibition, % at 12.3 µM; hit rate 0.098% among 340,000;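 active = mean replicate inhibition of at least 30% and at least 1% of replicates passing that level; inconclusive = only one of the two criteria is met; inactive = neither criterion is met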;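 note: 0% = median of the neutral control wells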
# Granule exo inh: blocks lytic granule exocytosis; inhibition, % at 10 µM; hit rate 0.66% among 360,000; TALL-104 LAMP-1 surface exposure, flow cytometry; cells stimulated with thapsigargin and PMA;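 active = inhibition above about 55%, limit read from the data; inconclusive = no clear call, values can overlap the other calls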
# iPSC survival up: hiPSC single-cell survival enhancement; ATPlite luminescence; 100% = ROCK inhibitor wells, 0% = DMSO; survival enhancement, % at 20 µM; hit rate 0.044% among 360,000; AID 602274; in the data active = survival enhancement above about 18%;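 note: cells exposed to compounds for 16 hours before the ATP read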
# aDG glyco up: alpha-DG glycosylation activation; Pro5-aDG cells, alpha-DG glycosylation AlphaScreen (IIH6); 0% Pro5, 100% B10-LARGE cell signal; activation, % at 10 µM; hit rate 0.22% among 360,000; AID 624168;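 active = activation of at least 8% versus controls, or a plate z-score of at least 8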;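 note: Pro5 are CHO cells carrying HIG-tagged alpha-DG that lacks glycosylation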
# Vif inh: blocks HIV Vif function; HEK293T cells, Vif self-association by quenched fluorescence, imaging, 24 h; inhibition, % at 7.49 µM; hit rate 0.35% among 340,000; AID 602346; in the data active = inhibition above about 50%, passing the limit was not always enough; inconclusive = no clear call, values can overlap the other calls; inactive = below about 31%; note: some results filed as inactive read as strong as hits
# PDI inh: PDI (human) enzyme inhibition; P07237; PDI insulin aggregation turbidity, A650, 90 min; inhibition, % at 10 µM; hit rate 0.052% among 350,000; AID 588391;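 active = mean inhibition across replicates of 30% or more, whatever share of single replicates reach that level; inconclusive = mean inhibition below 30% while every single replicate reaches 30%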;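 note: absorbance from insulin aggregation driven by PDI reduction with DTT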
# Target sequence (P07237 whole entry, looked up): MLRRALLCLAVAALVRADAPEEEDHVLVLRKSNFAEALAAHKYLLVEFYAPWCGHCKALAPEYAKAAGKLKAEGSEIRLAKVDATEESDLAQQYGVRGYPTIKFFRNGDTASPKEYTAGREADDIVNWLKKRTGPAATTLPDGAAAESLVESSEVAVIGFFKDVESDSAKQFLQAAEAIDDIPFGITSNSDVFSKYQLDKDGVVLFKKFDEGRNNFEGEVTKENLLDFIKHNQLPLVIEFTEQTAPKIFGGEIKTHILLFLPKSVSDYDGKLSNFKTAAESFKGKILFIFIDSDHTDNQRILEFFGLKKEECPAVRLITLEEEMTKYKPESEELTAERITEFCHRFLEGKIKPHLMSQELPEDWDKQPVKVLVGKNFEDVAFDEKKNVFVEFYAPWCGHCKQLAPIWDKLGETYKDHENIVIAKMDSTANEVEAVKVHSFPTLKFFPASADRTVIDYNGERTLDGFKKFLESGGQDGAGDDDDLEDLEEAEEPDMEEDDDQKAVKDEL
# HIF-2a inh: blocks HIF-2a reporter activity | hit rate 0.72% among 360,000 | AID 624352 | inhibition, % at 18.8 µM | 786-0 RCC cells HIF-2a reporter, luciferase luminescence, overnight;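 active = inhibition of the luminescence signal of 40% or more relative to plate controls, in a single-dose primary screen at 18.75 µM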
# Peg3 prom inh: Peg3 promoter activity inhibition; hit rate 1.7% among 360,000; HeLa PEG-Prom luciferase reporter, luminescence, overnight; inhibition, % at 20 µM; AID 588405;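 active = inhibition of at least 50% at 20 µM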
# * = called active by the depositor; ? = inconclusive; · = no result given.
no.	Structure	NR2E3 ag-1	MITF TRPM1 inh	NR2E3 ag-2	CaV13 FRET inh	Granule exo inh	iPSC survival up	aDG glyco up	Vif inh	PDI inh	HIF-2a inh	Peg3 prom inh
1	CN1CCN(C(=O)c2cc(Cl)cc(Cl)c2)CC1	1	-3	8	8	7	0.5	0.0	1	0	20	20
2	CCN(CC)C(=O)Oc1ccc2oc(=O)cc(-c3cc4cccc(OC)c4o3)c2c1	0	-2	5	-8	38	-0.3	-0.2	-4	-2	5	28
3	CC(C)(CNC(=O)c1ccc(S(=O)(=O)Nc2ccccc2F)cc1)N1CCOCC1	-1	2	-31	-14	-6	-0.3	-0.1	2	3	3	-1
4	O=C(Nc1ccccc1)c1ccc[n+](Cc2ccc([N+](=O)[O-])cc2)c1	-3	2	7	-7	-1	-0.5	-0.3	-3	5	0	-1
5	CC(C)CN(C(=O)CSc1nnnn1-c1ccccc1)c1c(N)n(CC(C)C)c(=O)[nH]c1=O	4	16	4	7	2	-2.0	-0.1	-10	2	13	16
6	O=C(COc1ccccc1)NCc1ccccc1	1	-5	-22	-5	-1	1.9	-0.3	-3	1	-39	-31
7	O=C(c1ccccn1)N1CCCC(N2CCN(c3ccccc3)CC2)C1 (stereo unspecified)	1	-1	2	-7	2	-0.5	-0.1	-6	-11	6	-11
8	COCc1cc(=O)[nH]c2cc(NC(=O)C(F)(F)F)c(C)cc12	1	-15	1	-4	-2	8.3	0.2	0	-16	8	4
9	CN(Cc1ccccc1)C(=O)C1CCN(S(=O)(=O)c2cccc3nonc23)CC1	2	17	-22	-4	17	-0.5	0.0	2	-20	6	5
10	O=C(CS(=O)(=O)Cc1ccccc1)Nc1nnc(C2CCCCC2)s1	1	7	15	-6	2	0.8	-0.3	0	-3	-4	-1
11	NS(=O)(=O)c1cccc(NC(=O)CSc2nc3nc(-c4cccs4)cc(C(F)(F)F)c3c(=O)[nH]2)c1	12	13	10	-3	-1	0.4	-0.1	1	6	21	-1
12	CC(C)CCOP(=O)(c1ccc(N(C)C)cc1)C(O)c1ccccn1 (stereo unspecified)	4	-1	7	-6	-5	-1.5	0.2	-7	-13	26	8
13	CC(C)(C)S(=O)N1Cc2ccc(CO)cc2[C@@H]1CCO (stereo partly specified)	·	9	-13	-3	-5	1.1	0.0	·	4	6	4
14	CCC(=O)N1Cc2cc(C(=O)N(C)C)nc(-c3cccc(-c4cncnc4)c3)c2[C@@H]1CCO	·	·	-26	-10	8	-1.2	-0.1	·	·	3	·
15	COc1cccc(-c2ncc3ccccn23)c1	-5	-57	-84	·	2	0.8	0.4	4	1	-198	-251

# Entries of single compounds as entered above.
# O=C(Nc1ccccc1)c1ccc[n+](Cc2ccc([N+](=O)[O-])cc2)c1 in the list: NR2E3 ag-1: -3; MITF TRPM1 inh: 2; NR2E3 ag-2: 7; CaV13 FRET inh: -7; Granule exo inh: -1; iPSC survival up: -0.5; aDG glyco up: -0.3; Vif inh: -3; PDI inh: 5; HIF-2a inh: 0; Peg3 prom inh: -1
# CC(C)(CNC(=O)c1ccc(S(=O)(=O)Nc2ccccc2F)cc1)N1CCOCC1 in the list: NR2E3 ag-1: -1; MITF TRPM1 inh: 2; NR2E3 ag-2: -31; CaV13 FRET inh: -14; Granule exo inh: -6; iPSC survival up: -0.3; aDG glyco up: -0.1; Vif inh: 2; PDI inh: 3; HIF-2a inh: 3; Peg3 prom inh: -1
# CN1CCN(C(=O)c2cc(Cl)cc(Cl)c2)CC1 in the list: NR2E3 ag-1: 1; MITF TRPM1 inh: -3; NR2E3 ag-2: 8; CaV13 FRET inh: 8; Granule exo inh: 7; iPSC survival up: 0.5; aDG glyco up: 0.0; Vif inh: 1; PDI inh: 0; HIF-2a inh: 20; Peg3 prom inh: 20

# Returning to the listing; the two compounds before the break are reprinted first.
no.	Structure	NR2E3 ag-1	MITF TRPM1 inh	NR2E3 ag-2	CaV13 FRET inh	Granule exo inh	iPSC survival up	aDG glyco up	Vif inh	PDI inh	HIF-2a inh	Peg3 prom inh
14	CCC(=O)N1Cc2cc(C(=O)N(C)C)nc(-c3cccc(-c4cncnc4)c3)c2[C@@H]1CCO	·	·	-26	-10	8	-1.2	-0.1	·	·	3	·
15	COc1cccc(-c2ncc3ccccn23)c1	-5	-57	-84	·	2	0.8	0.4	4	1	-198	-251
16	CNS(=O)(=O)c1cccc(C(=O)OCC(=O)c2ccc3c(c2)OCCO3)c1	·	5	-49	-6	-2	-0.6	0.1	-17	-3	7	-10
17	O=C(Cc1ccccc1Cl)c1ccccc1	·	-15	16	-2	25	5.2	-0.1	19	8	-11	-8
18	CCN(C(=O)COC(=O)C1CCC(C(C)(C)C)CC1)c1c(N)n(Cc2ccccc2)c(=O)[nH]c1=O (stereo unspecified)	·	28	-7	-2	6	0.4	-0.1	13	9	6	35
19	NC(=O)C1CCN(C(=O)CSc2nc3ccccc3[nH]2)CC1	0	12	-14	·	-1	0.0	-0.4	1	5	12	-2
20	CCN(Cc1ccccc1)S(=O)(=O)c1cc(C(=O)OC)n(C)c1	1	0	2	-4	-5	-2.0	0.1	9	·	17	-3
21	COc1ccc(S(=O)(=O)N2CCCN(S(=O)(=O)c3ccc(OC)cc3C)CC2)c(C)c1	-1	8	-5	·	-1	-0.9	0.2	-6	-3	25	12
22	Cc1ccc(/C=C/c2onc(C)c2S(=O)(=O)N2CCC(C(=O)N3CCCCC3)CC2)cc1	-2	·	2	0	14	0.9	-0.6	·	·	-18	-4
23	CCC(=O)C1CCCN(C(=O)c2cccc(OC3CCN(S(C)(=O)=O)CC3)c2)C1 (stereo unspecified)	4	3	32	·	14	-0.4	-0.5	-7	-7	-15	6
24	Cc1cc(Sc2ccc([N+](=O)[O-])cn2)ccc1Br	-3	-10	0	-5	12	0.0	-0.2	-2	3	-20	-15
25	O=C(CN1C(=O)/C(=C/c2cccc(Br)c2)SC1=S)N1CCCC1	-2	15	-4	-3	0	-3.3	1.8	7	-7	21	36
26	Cc1ccc(COC(=O)Cc2coc3cc(O)ccc23)cc1	7	-2	-9	-4	0	-0.2	0.0	-7	1	-1	-30
27	CN(CCc1cn[nH]c1)Cc1nc(Cc2ccccc2)no1	4	1	-5	11	-1	-1.5	-0.1	-5	1	8	14
28	COc1ccc(C(=O)n2c(N)nc3ccccc32)cc1OC	2	-48	-102	5	2	-0.5	0.0	-2	2	-292	-312
29	CN1CCC(OC(=O)c2ccc(Br)cc2)CC1	-2	1	1	·	-1	1.6	-0.3	13	-1	-4	-4
30	COc1ccc(OC)c(-c2nn(-c3ccccc3)cc2C(=O)NCC(c2cccs2)N2CCOCC2)c1 (stereo unspecified)	0	8	-1	-5	-5	0.9	0.4	-3	7	8	10
31	CN(C)c1cccc(CNC(=O)c2csc([C@H]3C[C@H](O)[C@@H](CO)O3)n2)c1	·	·	0	-4	3	0.6	-0.5	1	-1	3	13
32	CCOc1ccc(NC(=O)CN(C)C(=O)c2cccc3ccccc23)cc1OCC	·	14	-15	-7	14	0.1	-0.2	-17	-1	10	12
33	Cc1cc(=O)oc2cc3oc(=O)cc(C)c3cc12	2	-13	-1	-1	0	-0.2	-0.1	36	20	3	0
34	CC(C)=C(NC(=O)c1ccccc1)C(=O)N/N=C(\C)c1ccccc1O	1	14	-4	-4	2	1.1	0.3	1	9	26	10
35	CCN(CC)CCNc1nc2c(c(=O)[nH]c(=O)n2C)n1CCCc1ccccc1	-2	0	-6	-1	-4	0.5	0.0	3	2	17	5
36	CCOC(=O)C1CCCN(CCC(=O)Nc2ccc(Br)c(C)c2)C1 (stereo unspecified)	·	-1	-17	-3	13	1.0	0.0	1	5	16	11
37	O=C(NCC1CCCO1)c1ccccc1NC(=O)c1cccc2ccccc12 (stereo unspecified)	0	0	-17	-5	-4	0.6	-0.2	13	9	-4	29
38	Cc1ccc(C(=O)c2ccccc2C(=O)O)s1	1	6	-4	-4	1	0.2	-0.2	?	-5	2	10
39	CCC(C)C(=O)OC1CCC=C2C=CC(C)C(CCC3CC(O)CC(=O)O3)C21 (stereo unspecified)	·	-8	36	-7	-7	-0.1	0.1	-15	-1	13	26
40	COC(=O)c1ccc(CNC(=O)c2ccc3c(c2)OCCO3)cc1	1	-10	-29	-4	3	-0.2	0.0	12	1	-106	-91
41	O=C(CSc1nnnn1-c1cccc(O)c1)NC1CC1	1	4	-22	-6	2	0.7	-0.1	1	6	7	-2
42	Cc1cc(C)cc(Oc2ccccc2C=O)c1	0	12	-9	·	31	-2.0	-0.1	·	4	8	20
43	Cc1ccc(NC2CCCN(C(=O)c3cccs3)C2)cc1C (stereo unspecified)	1	-4	10	-4	1	-0.3	0.3	5	0	-3	6
44	CCOc1ccccc1N1CCN(C(=O)c2ccc(Cl)c(S(=O)(=O)N3CCCCC3)c2)CC1	·	13	5	-6	-2	-0.1	0.9	-17	9	14	26
45	COc1ccccc1CNC(=O)CS(=O)Cc1nc(-c2ccc(OC)c(OC)c2)oc1C (stereo unspecified)	-1	-6	6	-5	4	-0.2	0.1	-6	-7	6	6
46	CC1(C(=O)OCC(=O)Nc2ncc(Cl)cc2Cl)CC1(Cl)Cl (stereo unspecified)	·	-3	15	-4	-1	-0.3	0.2	0	2	4	11
47	CN(C(=O)COC(=O)c1cc(F)c(F)cc1Cl)c1ccccc1	0	-6	0	-4	-8	0.7	0.0	12	-1	7	-8
48	CCOC(=O)Cn1c(=NC(=O)C2COc3ccccc3O2)sc2cc(S(N)(=O)=O)ccc21 (stereo unspecified)	-1	-10	-15	-3	3	3.4	-0.1	-1	-1	19	3

# Compound activity (PubChem BioAssay)
